GSIS activator: GLuc luminescence reporter in INS-1E cells, primary screen for activators of glucose-dependent secretion of insulin; INS-1E GLuc reporter insulin secretion, 2-3 h; activation, % at 16.6 µM; 370,000 compounds, 0.61% hits;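 active means lowest replicate activation of at least 40%, so every replicate reaches that level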;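 further: 0% = median of neutral control wells and 100% = median of IBMX positive control wells; some compounds called inactive have numbers as strong as hits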
CFTR F508del cor: CFTR F508del correction in bronchial cells | CFBE cells, YFP halide quenching; stimulated with forskolin plus potentiator P3; % fluorescence drop versus neutral controls | activity (quench increase), % at 7.58 µM | 350,000 compounds, 0.36% hits | AID 720511;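 active means mean added fluorescence quench of at least 8% versus neutral control, with both replicates also reaching 8%; inconclusive means only one of the mean or replicate conditions met; inactive means mean below 8% and not both replicates reaching 8%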;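 further: cells transiently co-express mutant CFTR-F508del with the halide-sensitive YFP; corrector assay measuring rescue of mutant channel to the surface after 24 h compound exposure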
EWS-Fli inh: blocks EWS/Fli oncoprotein-driven transcription | A673 NR0B1-luciferase reporter, viability-normalised | inhibition, % at 12.6 µM | 350,000 compounds, 0.67% hits;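 active means mean inhibition of at least 50% after viability correction, with every replicate also passing that limit; inconclusive means mean reaches 50% but only one of two replicates passes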;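 further: firefly luciferase signal divided by Alamar Blue viability fluorescence both relative to DMSO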
DENV2 CPE rescue: inhibitors of DENV2 cytopathic effect | DENV2-infected cells, cytopathic effect rescue, plate reader | CPE inhibition, % at 9.99 µM | 350,000 compounds, 1.7% hits; in the data active means CPE inhibition above about 20%, passing the limit was not always enough; inconclusive means no clear call, values can overlap the other calls; tested in BHK-21 cells;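 further: 0% = median of neutral control wells and 100% = median of positive control wells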
PAX8 inh HTS: PAX8 transcriptional activity inhibition; inhibition, % at 12.6 µM; RMG-I TPO-luciferase reporter, SteadyGlo, 24 h; 360,000 compounds, 1.2% hits;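 active means mean replicate inhibition at least 60% with every replicate also reaching 60%; inconclusive means only one of the two criteria is met; inactive means mean below 60% and not all replicates reaching 60%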;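 further: luciferase light reporting Pax8 driven TPO promoter activity; plate controls were median of neutral control wells for no effect and mitoxantrone controls for full effect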
miR122 inh: blocks miR-122 activity in Huh7 sensor cells; 340,000 compounds, 0.3% hits; AID 602342; Huh7 miR-122 Renilla luciferase sensor, 48 h; neutral wells = 0, positive control = 100; activation (reporter increase), % at 12.5 µM;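 active means mean replicate activation score at least 90 and every replicate individually at or above 90; inconclusive means only one of the two criteria met; inactive means neither criterion met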;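 further: higher luciferase means less miR-122 activity so hits act as miR-122 inhibitors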
FN deposit inh: fibronectin deposition inhibition | AH1F fibroblasts, Alexa488-fibronectin deposition fluorescence, overnight | 350,000 compounds, 0.086% hits | AID 743247 | inhibition, % at 12.6 µM;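 active means mean inhibition across replicates of 30% or more, regardless of how many single replicates reach that level; inconclusive means mean under 30% yet at least half of replicates reach 30%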;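 further: positive control wells lacked labelled fibronectin entirely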
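Assay system: AH1F fibroblasts assembling fluorescent fibronectin matrix; Amount: 10000 AH1F cells per well; Buffer or medium: DMEM, 2% serum; Probe or stimulus: Alexa488-fibronectin, 24 nM final in well; Doses: single compound dose, delivered by pin transfer; Incubation: 1 h adhesion, overnight exposure; Measured by: fluorescence 485/525 nm; Read-out: fibronectin deposition inhibition.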
* hit, by the source's call; ? = inconclusive; nt = no result given; & = joins results of further samples; [ ] = remark or other dose.

SMILES | GSIS activator | CFTR F508del cor | EWS-Fli inh | DENV2 CPE rescue | PAX8 inh HTS | miR122 inh | FN deposit inh
COCCNC(=O)c1cc2c(c(-c3cccc(-c4cc5ccccc5o4)c3)n1)[C@H](CCO)N(S(=O)C(C)(C)C)C2 (stereo partly drawn) | -34 | 2.5 | 11 | -2 | 24 | -11 | 6
Cc1ccc(NC(=O)c2ccccc2N(C)S(=O)(=O)c2ccccc2)c(C)c1 | -17 | 2.4 | 8 | -5 | 32 | 18 | -1
CC(C)[C@H](NC(=O)C1CCC(CNC(=O)[C@@H]2CCCN2C(=O)OC(C)(C)C)CC1)C(=O)O (stereo partly drawn) | 7 | -0.3 | -18 | -1 | -5 | -2 | -7
Cc1nc(-c2ccc(C(=O)Nc3cccc(F)c3)cc2)cs1 | 8 | 1.2 | 31 | 0 | 19 | -19 | -5
C(=C\n1nnc2ccccc21)/c1ccc[nH]1 | -21 | -0.4 | -7 | 4 | -28 | nt | 7
CC(=O)Nc1c(I)c(C(=O)N[C@H]2C(O)O[C@H](CO)[C@@H](O)[C@@H]2O)c(I)c(N(C)C(C)=O)c1I (stereo partly drawn) | nt | 2.4 | -4 | -1 | -5 | -4 | -3
CC1=NNC(=O)C1Cc1c(Cl)cccc1Cl (stereo not drawn) | -14 | -1.9 | -19 | 4 | -3 | -1 | 4
O=C(OCC(=O)C12CC3CC(CC(C3)C1)C2)c1cccnc1 | 6 | -2.7 | 6 | -2 | 7 | nt | -1
CCOC(=O)C1(CCOC)CCN(C(=O)Cc2ccsc2)CC1 | -3 | 2.4 | -3 | 2 | 15 | nt | -1
Cc1ccc2nc(SCC(=O)Nc3ccc(C(N)=O)cc3)[nH]c2c1 | -11 | -1.1 | -11 | -5 | -18 | nt | 4
CC(=O)Nc1ccc(S(=O)(=O)NCC2CCN(C(=O)C(=O)c3cccs3)CC2)cc1 | 5 | -0.1 | 6 | -1 | 2 | nt | 1
COC(=O)/C(=C(O)\C=C\c1ccccc1[N+](=O)[O-])c1nc2ccccc2[nH]1 | -4 | -0.2 | 5 | 13 | 19 | -5 | 1

The final 5 records of the section before open the next one.
SMILES | GSIS activator | CFTR F508del cor | EWS-Fli inh | DENV2 CPE rescue | PAX8 inh HTS | miR122 inh | FN deposit inh
O=C(OCC(=O)C12CC3CC(CC(C3)C1)C2)c1cccnc1 | 6 | -2.7 | 6 | -2 | 7 | nt | -1
CCOC(=O)C1(CCOC)CCN(C(=O)Cc2ccsc2)CC1 | -3 | 2.4 | -3 | 2 | 15 | nt | -1
Cc1ccc2nc(SCC(=O)Nc3ccc(C(N)=O)cc3)[nH]c2c1 | -11 | -1.1 | -11 | -5 | -18 | nt | 4
CC(=O)Nc1ccc(S(=O)(=O)NCC2CCN(C(=O)C(=O)c3cccs3)CC2)cc1 | 5 | -0.1 | 6 | -1 | 2 | nt | 1
COC(=O)/C(=C(O)\C=C\c1ccccc1[N+](=O)[O-])c1nc2ccccc2[nH]1 | -4 | -0.2 | 5 | 13 | 19 | -5 | 1
Cc1ccc(-c2nc(-c3nccc4ccccc34)oc2-c2ccccc2)cc1 | -12 | -0.4 | -19 | -1 | -98 | nt | 7
Cc1cc(C(C)(C)C)ccc1OC(=O)C1=CC=CN2CCS(=O)(=O)N=C12 | -16 | 1.4 | -3 | ? | -2 | -1 | -6
Cc1nn(CC(=O)OCC(=O)c2ccc(OC(F)F)cc2)c(C)c1[N+](=O)[O-] | 15 | -2.7 | -3 | -3 | 1 | -5 | 1
CCC(=O)N1c2ccccc2NC2=C(C(=O)CCC2)C1c1ccco1 (stereo not drawn) | 8 | 1.9 | 3 | -7 | -5 | -1 | -4
CCC(=O)N(C)C[C@@H]1Oc2ncc(-c3ccc(C(=O)N(C)C)cc3)cc2C(=O)N([C@H](C)CO)C[C@@H]1C | 5 | 3.8 | -4 | 12 | nt | 24[16.7 µM] | nt
C[C@@H]1CN([C@H](C)CO)C(=O)c2cc(NS(=O)(=O)c3ccc(Cl)cc3)ccc2O[C@H]1CN(C)C(=O)NC1CCCCC1 | -7 | 0.3 | 2 | 10 | -8 | 1[16.7 µM] | -1
COCCn1c(SCC(=O)c2c(N)n(C3CC3)c(=O)[nH]c2=O)nnc1-c1cccc(C)c1 | 10 | 2.3 | 1 | 2 | 10 | -4 | 4
Oc1c(-c2cc(-c3ccco3)[nH]n2)ccc2ccccc12 | -16 | nt | nt | nt | -139 | 10 | nt
CCCCn1c(=O)[nH]c(=O)c2c1nc(-c1ccc(OCCC)c(OCC)c1)n2CCOC | 1 | -4.3 | 11 | 2 | -2 | nt | -3
COc1ccc(S(=O)(=O)Nc2ccc3c(c2)CC(=O)N([C@H](C)CO)C[C@@H](C)[C@H](CN(C)S(C)(=O)=O)O3)cc1 | 9 | -0.5 | -10 | 3 | -22 | 4[16.7 µM] | -12
Cc1ccc(NC(=O)NCC2CCN(Cc3cccc(Cl)c3)CC2)cc1Cl | -14 | 0.9 | 23 | 9 | 8 | -25 | -4
O=Cc1ccccc1OCc1nnsc1Cl | -4 | -3.8 | 2 | 10 | -12 | -1 | 4
CC(C)NC(=O)Nc1cccc2c1O[C@@H](CN(C)S(=O)(=O)c1ccc(Cl)cc1)[C@@H](C)CN([C@@H](C)CO)C2=O | -10 | -4.4 | 5 | 4 | 19 | -6[16.7 µM] | nt
CC1(CCC(=O)N2CCCC(Nc3ccc(F)cc3)C2)CC1 (stereo not drawn) | -7 | -0.8 | nt | -9 | -5 | -1 | -4
O=C(Nc1ccccc1)C1=C[C@H](c2ccc(Br)cc2)C[C@H](OCc2ccc(CO)cc2)O1 | 14 | 1.8&-2.3 | -6&-4 | 7&3 | -16&6 | -1 | -4
Cc1ccc(-c2ccc3c(c2)O[C@@H](CN(C)Cc2ccncc2)[C@@H](C)CN([C@H](C)CO)S3(=O)=O)cc1 | -12 | -1.5 | 10 | -9 | nt | -6[16.7 µM] | -5
C[C@@H]1CN([C@@H](C)CO)C(=O)c2cc(N(C)C)ccc2O[C@@H]1CN(C)C(=O)NC1CCCCC1 | 3 | 3.7 | nt | -6 | -16 | 0[16.7 µM] | nt
Cc1ccc(NC(=O)Cn2c(=O)c3cccn3c3ccccc32)c(C)c1 | 7 | 2.1 | -8 | ? | -4 | -6 | 0
CCCC(C(=O)N(C)CC(=O)Nc1ccc(N2CCOCC2)cc1)c1ccccc1 (stereo not drawn) | 5 | -0.7 | -4 | 1 | 15 | -1 | 7
O=C(NCCN1CCOCC1)c1cc(-c2ccc(Cl)cc2Cl)on1 | -10 | -2.4 | -34 | -3 | -28 | 6 | 0
Cc1ccc2sc(N(CCCN(C)C)C(=O)c3ccc(S(=O)(=O)N(C)Cc4ccccc4)cc3)nc2c1C | 35 | -7.8 | 27 | -3 | 27 | nt | nt
CCCCCCN1CCN(C2CN(Cc3cn(Cc4ccc(C(F)(F)F)cc4)nn3)S(=O)(=O)C2)CC1 (stereo not drawn) | -31 | -2.0 | 25 | ? | 10 | nt | -1
CCCCCCCCNS(=O)(=O)CCNCc1ccccc1OC | -7 | 3.0 | 0 | 2 | -10 | -2 | 6
CCOC(=O)c1c(C)[nH]c(C)c1C(=O)COC(=O)CNC(=O)c1ccc(OCC)cc1 | nt | nt | nt | nt | 5 | -6 | -1
Nc1ncncc1-c1ccccc1Cl | 25 | 3.3 | 2 | 2 | nt | -1 | 3
COC(=O)C(Cc1ccc(O)cc1)NC(=O)C(C)Oc1ccccc1 (stereo not drawn) | 30 | nt | nt | nt | nt | 0 | -1
CCC(=O)OCCNc1cc(Sc2nccn2C)c2nonc2c1[N+](=O)[O-] | 111* | nt | nt | nt | 104* | nt | 3
CC1CCN(C(=O)CSc2ccc(-c3ccc(F)cc3)nn2)CC1 | 11 | nt | nt | nt | nt | 1 | 11
O=C(O)C(=Cc1ccc([N+](=O)[O-])cc1)c1cccc(Cl)c1 | -6 | 3.0 | 6 | -5 | -7 | nt | nt
O=C(CC1CC1)Nc1ccc2c(c1)[C@H]1C[C@H](CC(=O)N3CCCCC3)O[C@@H](CO)[C@H]1O2 | 4 | -3.6 | -1 | -4 | -17 | 3[16.7 µM] | -1
CC=Cc1ccc2n(c1=O)C[C@H]1[C@H](CO)[C@@H](C(=O)Nc3ccccc3)[C@@H]2N1C(=O)CC1CC1 (mixture of isomers) | 5 | -1.8 | 19 | nt | -10 | 3[16.7 µM] | nt
Cc1ccc(S(=O)(=O)Oc2ccc(/C=C(/NC(=O)c3ccccc3)C(=O)O)cc2)cc1 | 5 | -2.3 | 7 | -1 | 8 | nt | nt
CC(=O)Nc1ccc(C(=O)COC(=O)c2cccs2)c(F)c1 | -3 | -3.9 | -44 | 1 | -63 | 1 | 0
CC(C)OCCCNC(=O)c1ccc2c(=O)n(Cc3ccc4c(c3)OCO4)c(=S)[nH]c2c1 | -3 | -2.9 | -6 | ? | -3 | 5 | -6
O=C(OCc1ccc(F)cc1)c1cc(S(=O)(=O)N2CCCCC2)ccc1N1CCOCC1 | -2 | -0.9 | 23 | ? | -6 | nt | -3
CC(C)Oc1ccc(S(=O)(=O)N2CCOCC2)cc1NC(=O)Cc1c(F)cccc1Cl | -25 | -1.8 | 16 | -13 | 12 | 19 | 1
Cc1ccc(S(=O)(=O)N2C[C@H](O)COC[C@H]3O[C@H](CC(=O)NCC4CCCCC4)CC[C@@H]32)cc1 | 9 | -1.5 | 7 | -11 | 17 | -2[16.7 µM] | 0
C[C@H](CO)N1C[C@H](C)[C@H](CN(C)Cc2ccc3c(c2)OCO3)Oc2ncc(C#Cc3ccccc3)cc2C1=O | -12 | 3.5 | 12 | -6 | nt | 47[16.7 µM] | -1
CSc1nnc(-c2ccc(Br)s2)n1C | 9 | 4.1 | -12 | 2 | -20 | nt | -5
CCC(CC)c1ncc[nH]1 | 11 | -1.1 | -8 | -3 | 15 | nt | 6
CCc1cccc(Nc2cc(C)nc3ncnn23)c1 | 7 | -0.6 | 2 | 8 | 23 | 2 | -14
CC(CC(=O)N(CCC1=CCCCC1)c1c(N)n(Cc2ccccc2)c(=O)[nH]c1=O)c1ccccc1 (stereo not drawn) | -14 | -4.9 | 35 | -4 | 0 | nt | -8
S=c1[nH]nc(COc2ccccc2)n1/N=C/c1cccnc1 | -23 | nt | nt | nt | -14 | 0 | -4
COc1nc(C)nc(C)c1Oc1ccc(Cl)cc1Cl | 0 | -0.9 | 6 | 1 | 1 | 0 | 10
CCc1nc2ccc(C(=O)Nc3cc(-c4ccccc4)ccc3OC)cn2c1N(C)Cc1ccc(Cl)cc1 | 7 | -3.5 | 10 | 1 | -15 | 1 | 0
C=CCN(c1ccccc1OC)S(=O)(=O)c1cccc(C(=O)OC2CCOC2=O)c1 (stereo not drawn) | nt | -0.6 | 5 | -6 | -3 | -6 | nt

Rewritten with two lines to a compound: part of the list above
Each structure is followed by: GSIS activator, CFTR F508del cor, EWS-Fli inh, DENV2 CPE rescue, PAX8 inh HTS, miR122 inh, FN deposit inh
> Cc1ccc(S(=O)(=O)N2C[C@H](O)COC[C@H]3O[C@H](CC(=O)NCC4CCCCC4)CC[C@@H]32)cc1
→ 9, -1.5, 7, -11, 17, -2[16.7 µM], 0
> CSc1nnc(-c2ccc(Br)s2)n1C
→ 9, 4.1, -12, 2, -20, nt, -5
